AI-2 QS mod: Vibrio harveyi AI-2 quorum sensing modulators, primary screen, JMH597 strain, luminescence/OD600 ratio. Vibrio harveyi JMH597 AI-2 luminescence/OD600 ratio, 9 h; hits give low values; strain lacks LuxN and CqsS sensors; 0 = neutral-control median. activity change, % at 7.5 µM. actives 0.4% (n = 300,000); in the data active = activity change below about -75%, passing the limit was not always enough; inconclusive = no clear call, values can overlap the other calls;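 also: luminescence divided by OD600 gain over 9 h not by final OD600 alone; inactives centre near 13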
HSF1 inh: HSF1 inhibitors in luciferase reporter cells, primary screen, cell-based, NIH3T3, luminescence | actives 0.77% (n = 300,000) | activity change, negative = inhibition, % at 7.5 µM (by protocol) | NIH3T3-HGL HSE-luciferase, MG132-induced, luminescence 8 h; hits give low values;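 active = more than half of replicate wells show activity change below -50%, luminescence cut by over half; inconclusive = some wells, but at most half, below -50%; inactive = no replicate well below -50%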;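 also: luciferase reports HSF-1 transcriptional activity via heat shock element; 0% = median of DMSO wells and -100% = zero luminescence signal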
HSF1 activator: HSF-1 activators, primary screen, NIH3T3-HGL cells, MG132 stress, luminescence, single point; NIH3T3-HGL HSF-1 luciferase reporter, 8 h; 100% = twice DMSO control signal; activation, % at 9 µM; actives 1.7% (n = 300,000);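 active = mean replicate activation of at least 50% with a set share of replicates each reaching 50%; inconclusive = only one of those two conditions met; inactive = mean below 50% and too few replicates reaching it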;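 also: 0% = median of the neutral control wells and 100% = twice that signal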
IEC-6 cytotox: cytotoxicity in IEC-6 intestinal epithelial cells, primary screen, cytotoxicity control for KLF5 inhibitor project, cell-based, luminescence; IEC-6 cytotoxicity, luminescence viability; inhibition, % at 5 µM; AID 1825, 2009; actives 0.78% (n = 290,000); in the data active = inhibition above about 22%;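 also: 0% = plate median of test compound wells and 100% = cytotoxic reference compound wells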
aSyn 5UTR inh: MLPCN primary screen, SNCA 5' untranslated region. alpha-synuclein 5'UTR reporter, inhibitor activity. inhibition, % (tested at 7.5 µM). actives 0.82% (n = 300,000); in the data active = inhibition above about 60%; inconclusive = no clear call, values can overlap the other calls;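 also: H4 neuroglioblastoma cells stably carrying SNCA 5'UTR luciferase fusion; 0% = DMSO wells and 100% = positive control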
HSP90 refold inh: HSP90 inhibitors, primary screen, cell lysate, luminescence | Heat shock protein HSP 90 (rabbit reticulocyte lysate; luciferase refolding) | actives 0.91% (n = 290,000) | Rabbit reticulocyte lysate, luciferase refolding luminescence, 3 h | inhibition, % at 5.6 µM;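 active = inhibition above the screen-wide mean plus 3 SD, computed separately per campaign, cut at about 16% in these data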;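 also: 0% = DMSO wells and 100% = 60 µM geldanamycin wells; inhibitors lower the luminescence because luciferase stays unfolded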
HDAC3 inhib: HDAC3 deacetylase inhibitors, primary screen, biochemical, fluorescence, cell-free homogeneous. Histone deacetylase 3 (Homo sapiens), O15379. inhibition, % at 8.3 µM. AID 2718, 2010. recombinant HDAC3, fluorogenic peptide/trypsin coupled. actives 0.15% (n = 320,000); in the data active = inhibition above about 26%, passing the limit was not always enough; inconclusive = no clear call, values can overlap the other calls
Target sequence (O15379 whole entry, looked up): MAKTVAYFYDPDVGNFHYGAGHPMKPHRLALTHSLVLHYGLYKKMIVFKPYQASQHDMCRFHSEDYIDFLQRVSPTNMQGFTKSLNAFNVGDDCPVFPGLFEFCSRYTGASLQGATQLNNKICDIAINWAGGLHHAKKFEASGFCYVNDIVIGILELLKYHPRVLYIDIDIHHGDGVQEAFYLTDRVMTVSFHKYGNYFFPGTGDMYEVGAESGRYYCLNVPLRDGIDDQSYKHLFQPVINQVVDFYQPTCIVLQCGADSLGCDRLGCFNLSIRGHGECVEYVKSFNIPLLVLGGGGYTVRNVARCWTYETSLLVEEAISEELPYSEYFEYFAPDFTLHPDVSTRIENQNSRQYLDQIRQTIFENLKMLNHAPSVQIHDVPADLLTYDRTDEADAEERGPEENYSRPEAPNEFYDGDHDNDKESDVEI
KLF5 inhibitor: KLF5 expression inhibitors, primary screen, DLD-1 cells, luminescence | actives 0.23% (n = 290,000) | DLD-1 KLF5 promoter-luciferase reporter | inhibition, % at 5 µM;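 active = inhibition above a per-plate limit of that plate's mean compound inhibition plus 3 SD, cut at about 60% in these data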;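 also: 0% = DMSO wells and 100% = LY294002 at 200 µM; higher means less KLF5 promoter-driven luciferase light; inactives centre near -14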
HIF act: HIF pathway transcriptional activators, primary screen, cell-based, U2OS HRE-luciferase, luminescence | U2OS HRE-luciferase reporter; normalized: DMSO 0%, desferrioxamine 100% | activation, % at 7.5 µM (by protocol) | actives 0.32% (n = 300,000) | AID 1910, 2009;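 active = mean activation of at least 10% of the iron chelator positive control signal, with at least half of replicates also reaching 10%; inconclusive = mean and replicate majority disagree about reaching 10%; inactive = mean and most replicates under 10%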
Platelet DG rel: inhibitors of platelet dense granule secretion, primary screen, cell-based, MLPCN, human platelets; inhibition, %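 (compounds screened at 7.5 µM in platelet-rich plasma)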; actives 0.22% (n = 300,000); AID 1663, 2009; human platelet-rich plasma, SFLLRN dense granule ATP release, luminescence;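 active = mean replicate score, as percent of positive control, at or above 50; inconclusive = mean below 50 but at least one replicate at or above 50; inactive = mean and every replicate below 50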
* marks the source's active call; other numbers are inactive results; ? = inconclusive; . = not tested or not shown. The order is random. Share with any hit: about 5%.

SMILES	AI-2 QS mod	HSF1 inh	HSF1 activator	IEC-6 cytotox	aSyn 5UTR inh	HSP90 refold inh	HDAC3 inhib	KLF5 inhibitor	HIF act	Platelet DG rel
Cc1cccc(OP(=O)(Nc2c(C)n(C)n(-c3ccccc3)c2=O)Oc2cccc(C)c2)c1	17	-2	15	-10	-12	6	0	-9	-0.5	0
O=C(CSc1nc2ccccc2s1)N1CCCCC1	34	10	28	0	-110	4	-2	-149	.	-2
CC(=O)c1ccc(NC(=O)c2ccc3nc(C)sc3c2)cc1	35	-31	-34	0	-193	3	3	-66	2.4	2
CCc1sc(C(=O)NCCCn2ccnc2)cc1Br	-11	0	9	-1	31	-4	-1	-35	-0.5	-1
COc1ccccc1CC1(C)NC(=O)N(CC(=O)N2CC(C)OC(C)C2)C1=O (centres undefined)	18	1	-4	0	6	-1	-1	-1	2.2	6
COc1ccc(-c2cc(C(=O)NC3CC3)c3ccccc3n2)cc1	18	6	18	9	-16	-3	-6	-41	-0.1	2
CCN(C(=O)COC(=O)c1cncc(Br)c1)C1CCS(=O)(=O)C1 (centres undefined)	8	12	33	-6	-8	2	9	-22	0.4	-8
S=C(NCc1ccco1)NCc1ccccc1Cl	-1	-3	-6	-3	-2	-1	9	-17	-0.4	-1
CCCC(=O)NC(Nc1ccccc1OC)C(Cl)(Cl)Cl (centres undefined)	-6	-11	-18	-6	-10	-1	1	-5	-0.7	2
O=c1c(C/C=C/c2ccccc2)c(O)ccn1Cc1ccc(Cl)cc1Cl	8	26	11	0	-1	-1	-3	-5	-1.0	-7
Cc1ccc(S(=O)(=O)CCC(=O)OCC(=O)N2CCN(c3ccccc3)CC2)cc1	2	0	-6	.	19	.	-2	.	-0.7	11
N#Cc1cccc(Cn2nnc(-c3ccccc3)n2)c1	-14	3	-9	0	-16	2	-8	-31	0.0	-3
CCOC(=O)c1cc2c(=O)n3ccccc3nc2n(CCOC)c1=NC(=O)C(C)(C)C	5	-8	-14	-3	-8	-1	-230	-6	0.1	1
O=C(N/N=C/c1cccc(Cl)c1)C1CCCC1	11	9	-4	-2	-42	-2	15	-36	1.4	-9
Cc1ccc(S(=O)(=O)NCc2ccc(C(=O)NCCc3ccc(S(N)(=O)=O)cc3)cc2)cc1	21	5	?	-1	18	1	1	-31	-42	-4
CC(C)(C)c1csc(NC(=O)CSc2nc3ccccc3c(=O)[nH]2)n1	55	-9	2	-6	28	-2	-2	-23	-0.1	0
CCCCN(CC)CCCNC(=O)C1c2ccccc2C(=O)N(C)C1c1cn(C)c2ccccc12 (centres undefined)	13	0	17	3	36	0	0	-36	0.2	3
COC(=O)c1cc(C(=O)OC)cc(N2C(=O)CC(Sc3nc(C)cc(C)n3)C2=O)c1 (centres undefined)	15	1	4	7	3	3	-2	2	0.1	0
O=C(CSCc1nc2c(nnn2Cc2ccc(F)cc2)c(=O)[nH]1)Nc1cccc(C(F)(F)F)c1	31	10	7	-2	-2	2	9	12	0.9	-4
O=[N+]([O-])c1cc(Cl)ccc1N1CCCCC1	7	-1	21	-3	0	1	0	12	-0.2	3
COC(=O)c1cc2c(cc1N)OCCO2	8	-11	-23	3	-55	4	-6	-15	-0.8	0
COc1cc(CN2CC(=O)N(c3ccc(C)c(Cl)c3)C2=S)cc(OC)c1OC	29	0	-4	4	25	5	4	0	-1.9	2
COc1cc(NC(=O)Cn2cnc3ccccc3c2=O)c(OC)cc1Cl	26	11	4	-2	4	-4	2	3	-0.1	1
CC(=O)N/C(=C/c1ccc2c(c1)OCO2)C(=O)NCCO	3	4	5	-12	4	0	5	-4	-0.3	3
CC(=O)c1cccc(NC(=O)C2CCCCC2)c1	-9	2	2	0	-15	3	8	9	-0.2	-7
COC(=O)CCC(=O)OC1(C)C(=O)C2=CN(CCc3c[nH]c4ccccc34)C(c3ccc(OC)cc3)=CC2=C(Br)C1=O (centres undefined)	45	-10	9	.	-54	.	-3	.	0.6	1
CC1(C)C2CCC1(C)C(OC(=O)CSc1nc(N)cc(=O)[nH]1)C2 (centres undefined)	11	0	8	2	14	1	5	-18	0.0	-3
CC1(C)Cc2c(cnn2-c2ccc(F)cc2)C(NC(=O)c2ccoc2)C1 (centres undefined)	.	0	10	5	9	-4	7	-22	0.8	-4
O=C(Nc1ccc(F)cc1)OCCOc1ccc([N+](=O)[O-])cc1	-6	-2	-2	10	-8	1	-2	-33	-0.1	2
CN(C)c1ccc(C(=O)OCC(=O)N2CCOCC2)cc1	23	2	10	1	-20	1	-3	-32	0.9	-4

An excerpt from above in order of the aSyn 5UTR inh value, descending.
Compound	AI-2 QS mod	HSF1 inh	HSF1 activator	aSyn 5UTR inh	HSP90 refold inh	HDAC3 inhib	KLF5 inhibitor	Platelet DG rel
CCCCN(CC)CCCNC(=O)C1c2ccccc2C(=O)N(C)C1c1cn(C)c2ccccc12 (centres undefined)	13	0	17	36	0	0	-36	3
O=c1c(C/C=C/c2ccccc2)c(O)ccn1Cc1ccc(Cl)cc1Cl	8	26	11	-1	-1	-3	-5	-7
O=C(Nc1ccc(F)cc1)OCCOc1ccc([N+](=O)[O-])cc1	-6	-2	-2	-8	1	-2	-33	2

Next records follow:
SMILES	AI-2 QS mod	HSF1 inh	HSF1 activator	IEC-6 cytotox	aSyn 5UTR inh	HSP90 refold inh	HDAC3 inhib	KLF5 inhibitor	HIF act	Platelet DG rel
Cc1nn(C)c(C)c1CNC(=O)c1nn2c(c1Cl)NC(c1cccs1)CC2C(F)(F)F (centres undefined)	13	2	11	4	-11	-3	3	14	0.4	-3
CCN(CCO)C(=O)C12CCC(C)(C(=O)C1)C2(C)C (centres undefined)	16	-3	-12	-2	34	3	-3	-12	-0.2	3
O=C(N/N=C/C1CCCCC1)c1ccccn1	3	18	17	2	-116	4	-5	-134	1.7	0
Cc1cccc(C)c1OCC(O)CN1CCN(c2ccccn2)CC1 (centres undefined)	19	-3	-14	-3	2	5	-13	11	-0.5	2
COc1ccc(CCNc2ccncn2)cc1	1	-7	10	-6	-16	3	1	5	0.2	-8
CCSc1nnc(NC(=O)CSc2nc3c(c(=O)n2CCOC)SC(C)C3)s1 (centres undefined)	4	-1	-19	.	17	.	.	.	-0.1	-1
Cc1ccccc1N=Nc1c(N)n[nH]c1N	7	-2	-12	-2	-26	-4	3	-71	-0.5	4
Nc1ccc(C(=O)n2c3ccccc3c3ccccc32)cc1	-3	-22	-33	83*	117*	-3	2	79*	-0.9	12
COc1ccc(NS(=O)(=O)c2cccs2)c(OC)c1	7	9	3	-1	3	2	0	-23	-0.1	9
Cc1ccc(NC(=S)N(Cc2ccc(Br)cc2)Cc2ccc(C(=O)O)cc2)cc1C	39	22	38	2	-6	3	5	-7	0.9	-3
O=C(NCc1nc2ccccc2[nH]1)C1=C[C@H](c2ccc(C(F)(F)F)cc2)C[C@H](OCc2ccc(CO)cc2)O1	21	0	3	4	6	9	?	-5	0.3	-1
CCC1(CC)NC(=O)N(CC(=O)OCC(=O)Nc2cc(C)ccc2C)C1=O	18	0	-10	-12	-12	-1	0	-14	-0.3	-5
CCN(CC)Cc1cc(C(=O)O)c(C)o1	17	-1	-7	-7	11	-2	1	-16	-0.1	12
CCN1CCN(C(CC(C)C)c2nnnn2CS(=O)(=O)c2ccc(C)cc2)CC1 (centres undefined)	15	0	3	5	-5	-1	1	3	-0.1	2
COc1ccc(-c2csc(C)n2)cc1OC	9	7	11	-3	-5	2	3	-29	0.3	3
COc1ccc(-c2onc(C)c2-c2ccc(C(=O)OC(C)C)o2)c(O)c1	15	0	4	-8	31	-4	10	9	-0.6	-2
O=[N+]([O-])c1ccc(N2CCOCC2)cc1NCCCO	29	0	-15	-2	29	-1	7	4	-0.3	-2
O=C(Oc1ccc(-n2cnnn2)cc1)c1ccco1	11	-8	1	-7	21	0	36*	-16	-0.6	4
CCc1nnc(NC(=O)CCC(=O)N2CCN(Cc3cc(F)ccc3OC)CC2)s1	18	-2	-1	0	10	5	-3	-1	0.5	-2
Cc1cc(C)n(CCNC(=O)c2ccco2)n1	16	-11	-20	7	-9	1	-3	-14	-0.7	10
COC(=O)c1ccccc1OCCN1CCCCCC1	16	-4	10	-3	-29	-6	3	-18	0.0	-6
CC(C)c1ccc(N=Cc2c(O)c3ccccc3oc2=O)cc1	1	3	-3	4	11	14	2	-8	-2.0	4
COc1cccc(-c2nc(CS(=O)(=O)CC(=O)NC3CCCc4ccccc43)c(C)o2)c1 (centres undefined)	19	9	10	-4	-5	1	3	6	-0.2	7
COc1ccc2[nH]c(=O)c(CN(C(=O)c3cccnc3)c3ccc(C)c(C)c3)cc2c1	2	2	-6	6	-3	-2	.	-22	0.0	1
Oc1cccc(NC(=S)Nc2cccnc2)c1	15	-4	10	-4	-31	-5	1	-19	-0.4	6
CCSc1cnc(-c2ccccc2)n1CC	10	-2	-19	0	27	3	-7	-22	-0.3	6
CN(C)/N=C/c1cn(-c2ccccc2)nc1-c1cccnc1	19	4	4	5	2	2	4	-26	0.4	-2
CCOC(=O)N1CCC(NC(=O)C2CCN(S(=O)(=O)c3cccc4cccnc34)CC2)CC1	17	-2	-3	-4	-3	-1	.	-6	.	-2
COc1ccc(-c2csc(NC(=O)CSCC(=O)Nc3cc(C)on3)n2)c(OC)c1	15	7	1	.	-31	.	0	.	-1.5	0
O=C(c1ccccc1Cl)N(Cc1ccc(Br)cc1)N1C(=O)CCC1=O	13	-11	8	7	6	9	0	-15	-0.3	-5
COc1cc(/C=C2\C(=N)N3N=C(CC(=O)N4CCOCC4)SC3=NC2=O)cc(OC)c1OC	-3	3	-12	-1	8	-3	-2	-2	-0.4	1
CCCn1c(-c2ccc[nH]c2=O)nc2cc(C)c(C)cc21	9	26	15	-1	-38	-3	-43	-3	4.0	4
COc1ccc(CNC(=O)CN2C(=O)C(C)N(c3ccc(C)cc3)C2=O)cc1 (centres undefined)	51	16	54*	3	-20	1	0	-16	0.0	-21
COc1cccc(N2CCN(S(=O)(=O)c3ccc4c(c3)CC(C)N4C(=O)C3CC3)CC2)c1 (centres undefined)	12	-9	5	2	13	-2	0	-18	-0.4	-37
CCOC(=O)c1nc(NCCc2ccccc2)sc1C	21	.	.	-3	-52	-3	12	-16	3.6	-2
CCOc1ccc(C(=O)NCC(=O)OCc2c(C)noc2C)cc1	0	0	8	-8	11	-3	3	-1	-0.2	-18
CCCn1c(SCC(=O)c2cc(OC)ccc2OC)nnc1C(C)C	5	48	90*	-4	0	3	9	-44	-1.1	-2
CC(C)N(C(=O)COC(=O)c1cncc(Br)c1)C(C)C	21	-8	-5	3	0	0	-3	18	-0.5	0
